# Compound activity: PubChem, Sanford-Burnham Center for Chemical Genomics
# hIAP block: human IAP inhibitors, primary screen, biochemical, luminescence, uHTS; actives 0.12% (n = 330,000); AID 2544, 2010; purified IAP, CDP-Star luminescence, 30 min; inhibition, % at 10 µM;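 active = inhibition reaching a set limit with compound at 10 µM in the primary screen, cut at about 35% in these data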;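 note: plate controls were DMSO wells with enzyme for no effect and no-enzyme buffer wells for full effect; values of inactives mirror those of a sister screen read the other way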
# Target sequence (P09923 whole entry, looked up): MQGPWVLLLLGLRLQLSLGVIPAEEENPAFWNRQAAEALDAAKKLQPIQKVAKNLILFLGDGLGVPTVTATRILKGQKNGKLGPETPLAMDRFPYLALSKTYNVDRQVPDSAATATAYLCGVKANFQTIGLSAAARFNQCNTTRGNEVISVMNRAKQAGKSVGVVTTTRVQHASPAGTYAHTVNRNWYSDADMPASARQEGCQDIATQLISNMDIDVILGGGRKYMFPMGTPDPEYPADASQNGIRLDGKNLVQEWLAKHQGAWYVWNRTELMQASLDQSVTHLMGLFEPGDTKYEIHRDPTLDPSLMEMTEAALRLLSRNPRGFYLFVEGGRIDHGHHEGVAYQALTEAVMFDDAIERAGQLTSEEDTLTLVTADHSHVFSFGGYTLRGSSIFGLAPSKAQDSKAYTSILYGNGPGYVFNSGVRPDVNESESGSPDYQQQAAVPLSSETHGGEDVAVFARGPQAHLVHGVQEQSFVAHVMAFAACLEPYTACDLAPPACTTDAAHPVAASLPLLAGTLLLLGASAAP
# mIAP inh: inhibitors of mouse IAP, primary screen, biochemical, luminescence, uHTS. intestinal alkaline phosphatase [Mus musculus]. purified mouse IAP, CDP-Star luminescence, 30 min. inhibition, % at 10 µM. actives 0.2% (n = 330,000). AID 2806, 2010;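 active = inhibition of at least 40% at 10 µM in the primary screen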;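 note: plate controls were DMSO with enzyme for no effect and no enzyme wells for full effect; values of inactives mirror those of a sister screen read the other way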
# NLRP3 yeast inh: NALP3 inflammasome inhibitors in reconstituted yeast, primary screen, luminescence, uHTS. Yeast reconstituted NLRP3/ASC/caspase-1, beta-gal luminescence, 24 h. inhibition, % at 10 µM. actives 0.39% (n = 330,000);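 active = inhibition of 50% or more; inactive = inhibition below 50%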;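 note: plate controls were induced DMSO wells for no effect and uninduced yeast grown without galactose for full effect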
# hIAP activ: human IAP activators, primary screen, biochemical, luminescence, uHTS; Intestinal-type alkaline phosphatase (Homo sapiens), P09923; purified human IAP, CDP-Star luminescence, 30 min; stronger effect = higher value; 1 = vehicle-only enzyme, 0 = enzyme-free background; activation factor at 10 µM; actives 0.16% (n = 330,000); AID 2524, 2010;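 active = activation factor of the enzyme at least 2-fold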; note: the source names both 10 and 20 µM as test concentration; values of inactives mirror those of a sister screen read the other way
# ATG4B inh: ATG4B protease inhibitors, primary screen, biochemical, fluorescence, uHTS; inhibition, % at 8.33 µM; AID 504462, 2011; actives 0.51% (n = 340,000); ATG4B cleavage of LC3-PLA2, NBD-HPC fluorescence, 1 h; in the data active = inhibition above about 40%
# Target sequence (Q9Y4P1 whole entry, looked up): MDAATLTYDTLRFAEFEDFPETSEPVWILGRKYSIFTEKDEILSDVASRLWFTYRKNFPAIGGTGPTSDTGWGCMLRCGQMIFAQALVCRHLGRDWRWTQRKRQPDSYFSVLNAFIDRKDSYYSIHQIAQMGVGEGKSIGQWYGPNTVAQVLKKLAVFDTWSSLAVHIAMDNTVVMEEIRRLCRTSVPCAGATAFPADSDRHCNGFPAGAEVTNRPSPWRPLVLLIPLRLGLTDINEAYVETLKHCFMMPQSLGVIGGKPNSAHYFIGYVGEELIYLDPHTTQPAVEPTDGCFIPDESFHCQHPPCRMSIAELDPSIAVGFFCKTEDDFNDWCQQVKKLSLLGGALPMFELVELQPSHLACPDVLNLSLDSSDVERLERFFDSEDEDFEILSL
# TIM10 inh: growth inhibitors of isogenic TIM10 control yeast, primary screen, counter-screen for tim10-1 yeast inhibitor project, luminescence, uHTS | S. cerevisiae TIM10 strain growth, BacTiter-Glo luminescence, 24 h | inhibition, % at 10 µM | actives 1.4% (n = 330,000) | AID 463195, 2010;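 active = inhibition of 40% or more at the single tested concentration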;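 note: wild-type TIM10 isogenic control strain grown at permissive 25 °C; 0% = DMSO yeast wells and 100% = minimal medium wells without yeast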
# mIAP act: activators of mouse IAP, primary screen, biochemical, luminescence, uHTS; muIAP, CDP-Star luminescence, 30 min; stronger effect = higher value; 1 = vehicle-only enzyme signal, 0 = enzyme-free wells; activation factor at 10 µM; actives 0.24% (n = 330,000);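 active = activation factor of at least 2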; note: the source names both 10 and 20 µM as test concentration; values of inactives mirror those of a sister screen read the other way
#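 System: Mouse IAP enzyme | Also added: CDP-Star substrate | Dosing: Compounds dispensed in DMSO | Schedule: 30 min enzyme-substrate-compound incubation at room temperature | Technique: Chemiluminescence readout | Control set: DMSO-only wells and no-enzyme negative control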
# tim10-1 inh: growth inhibitors of tim10-1 mutant yeast, primary screen, luminescence, uHTS; inhibition, % at 20 µM; S. cerevisiae tim10-1 ts strain growth, BacTiter-Glo, 24 h; AID 463190, 2010; actives 2.2% (n = 330,000);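 active = inhibition of at least 40%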;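 note: mutant grown at 25 °C; 0% = DMSO wells with yeast and 100% = wells holding no yeast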
# Apaf-1 inh: inhibitors of human Apaf-1 apoptosome, primary screen, biochemical, DEVD-Rh110 fluorescence, uHTS | Apoptotic protease-activating factor 1 (Homo sapiens), O14727 | reconstituted apoptosome caspase-3 activity | inhibition, % at 20 µM | actives 0.71% (n = 330,000) | AID 489030, 2010; active = inhibition of at least 40% at 20 µM;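 note: plate controls were DMSO wells for no effect and DEVD-CHO caspase inhibitor wells for full effect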
#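 System: Apoptosome proteins | Medium: Hepes pH 7.5 with detergent and BSA | Also added: Cytochrome c trigger plus (Z-DEVD)2-Rh110 caspase-3 substrate | Incubation: 30 min compound preincubation, 50 min activation, room temperature | Detection: Rhodamine 110 fluorescence at Ex 480/Em 540 nm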
# * = called active by the depositor; x = no result given. An unsorted share of the library. Share with any hit: about 4.5%.
No.	compound	hIAP block	mIAP inh	NLRP3 yeast inh	hIAP activ	ATG4B inh
1	COc1cc(-c2cc(N3C(=O)Nc4ccccc4N3O)n[nH]2)cc(OC)c1OC	-11	-7	9	1.1	-2
2	CCOC(=O)C1CCN(S(=O)(=O)c2ccccc2)CC1	-2	4	21	1	4
3	CCN(Cc1cc2cc(C)ccc2[nH]c1=O)C(=O)c1cccc([N+](=O)[O-])c1	6	-1	-4	0.94	-4
4	O=S(=O)(NCC1CCCO1)c1ccc(Cl)cc1 (stereo not given)	-7	-6	12	1.1	-2
5	CC(C)(O)C#Cc1ccc(C(=O)N2CCN(c3ccc(F)cc3)CC2)cc1	-2	-4	12	1	-2
6	CCn1nc(C)cc1-c1n[nH]c(=S)n1N	-11	1	8	1.1	0
7	O=C(COc1ccc(Br)cc1Br)NC(=O)NC1CCCC1	13	-10	40	0.87	-10
8	COc1ccc(CNS(=O)(=O)c2cc(Br)cc3c2N(C(C)=O)C(C)C3)cc1 (stereo not given)	5	3	15	0.95	-3
9	CC(Sc1nncn1-c1ccccc1)C(=O)Nc1cccc([N+](=O)[O-])c1 (stereo not given)	-10	1	3	1.1	9
10	CC1(C(=O)N(CC(=O)NC2CCCC2)Cc2ccccc2)CC(=O)N=C2C=CC=CN21 (stereo not given)	5	-1	29	0.95	-5

No.	TIM10 inh	mIAP act	tim10-1 inh	Apaf-1 inh
1	12	1.1	-11	-12
2	8	0.96	-2	-3
3	-12	1	5	-20
4	-6	1.1	-11	-2
5	-3	1	4	5
6	-1	0.99	10	4
7	21	1.1	10	9
8	-6	0.97	12	3
9	9	0.99	18	-5
10	-20	1	15	5

# A different layout for some results above:
4. O=S(=O)(NCC1CCCO1)c1ccc(Cl)cc1 (stereo not given)
  hIAP block: -7; mIAP inh: -6; NLRP3 yeast inh: 12; hIAP activ: 1.1; ATG4B inh: -2; TIM10 inh: -6; mIAP act: 1.1; tim10-1 inh: -11; Apaf-1 inh: -2
5. CC(C)(O)C#Cc1ccc(C(=O)N2CCN(c3ccc(F)cc3)CC2)cc1
  hIAP block: -2; mIAP inh: -4; NLRP3 yeast inh: 12; hIAP activ: 1; ATG4B inh: -2; TIM10 inh: -3; mIAP act: 1; tim10-1 inh: 4; Apaf-1 inh: 5

# (continued)
No.	compound	hIAP block	mIAP inh	NLRP3 yeast inh	hIAP activ	ATG4B inh
11	O=C(CN(c1ccc(F)cc1)S(=O)(=O)c1ccc2c(c1)OCCO2)NCc1ccccc1	-8	-8	4	1.1	7
12	O=C(c1ccc2ccccc2n1)N1CCN(S(=O)(=O)c2ccccc2)CC1	-6	10	10	1.1	-13
13	CCc1ccccc1NC(=S)N(Cc1cccc(C)c1)c1cccnc1	-5	-5	28	1	-8
14	COc1ccc(/C=C2\N=C3CCCCCN3C2=O)cc1OC	9	3	2	0.91	0
15	Cc1ccc(C(=O)NCCOc2cccc(C)c2)cc1	2	5	35	0.98	4
16	COc1ccccc1-c1sc2ccccc2c1-c1ccc(OCCN2CCCCC2)cc1	x	-4	x	x	-2
17	O=C(NC1CCOc2ccccc21)c1ccc(Cl)nc1 (stereo not given)	0	3	-12	1	3
18	Cc1ccc(N(C)C(=O)c2cnn(-c3ccccc3)c2C)c(C)c1	-17	0	3	1.2	-3
19	O=C(Nc1cccc(S(=O)(=O)N2CCOCC2)c1)c1ccc(N2CCOCC2)c([N+](=O)[O-])c1	2	-2	-5	0.98	-2
20	CCc1ccc(NC(=S)N(CCN2CCCCC2)Cc2ccco2)cc1	13	7	18	0.87	23

No.	TIM10 inh	mIAP act	tim10-1 inh	Apaf-1 inh
11	4	1.1	5	-2
12	14	0.91	9	-5
13	-7	1	16	-2
14	11	0.97	19	0
15	4	0.95	11	-2
16	-112	1	13	62*
17	-11	0.97	4	7
18	-16	1	9	6
19	6	1	26	9
20	16	0.93	16	5

# More results
No.	compound	hIAP block	mIAP inh	NLRP3 yeast inh	hIAP activ	ATG4B inh
21	COc1ccc(CCN(C)C(=O)c2cc(-c3ccccc3)nc3ccc(C)cc23)cc1OC	-6	4	2	1.1	-7
22	O=C(Nc1nc(-c2ccco2)c(-c2ccco2)s1)c1cnccn1	-21	44*	21	1.2	5
23	CC(C)NC(=S)N1CCCN(c2ncccc2[N+](=O)[O-])CC1	11	2	8	0.89	0
24	CC1=NN(C(=O)c2csc(C)c2C)C(O)(C(F)(F)F)C1 (stereo not given)	9	13	6	0.91	2
25	COC(=O)C(NC(=O)c1ccc(F)cc1)(Nc1nc(C)cs1)C(F)(F)F (stereo not given)	3	4	15	0.97	0
26	N#Cc1ccccc1CN1C(=O)c2ccccc2S1(=O)=O	6	3	8	0.94	3
27	CC(C)NC(=O)Nc1cccc2c1O[C@H](CN(C)C(=O)NC1CCCCC1)[C@H](C)CN([C@H](C)CO)C2=O	7	-9	14	0.93	8
28	Cc1ccc(-c2nn(CC(=O)N3CCOCC3)c(=O)c3ccccc23)cc1S(=O)(=O)N(C)C	-15	6	4	1.1	-2
29	CC(C)OC(=O)CSc1nc(-c2ccc(F)cc2)cc(C(F)(F)F)n1	-20	-1	27	1.2	-7
30	C(=N\NCc1ccccc1)/c1ccc2nccnc2c1	-26	-12	-7	1.3	-7

No.	TIM10 inh	mIAP act	tim10-1 inh	Apaf-1 inh
21	-1	0.96	11	37
22	16	0.56	38	26
23	7	0.98	-4	1
24	5	0.87	-10	0
25	-5	0.96	-1	-7
26	-6	0.97	-16	-5
27	-4	1.1	-4	11
28	9	0.94	-6	-2
29	-5	1	-8	18
30	-12	1.1	-6	-5

# mIAP inh: entries above that show a hit.
no.	molecule	hIAP block	mIAP inh	NLRP3 yeast inh	hIAP activ	ATG4B inh	mIAP act
22	O=C(Nc1nc(-c2ccco2)c(-c2ccco2)s1)c1cnccn1	-21	44*	21	1.2	5	0.56

# An excerpt from above, reduced to mIAP inh.
nr	mol	mIAP inh
21	COc1ccc(CCN(C)C(=O)c2cc(-c3ccccc3)nc3ccc(C)cc23)cc1OC	4
22	O=C(Nc1nc(-c2ccco2)c(-c2ccco2)s1)c1cnccn1	44*
23	CC(C)NC(=S)N1CCCN(c2ncccc2[N+](=O)[O-])CC1	2
24	CC1=NN(C(=O)c2csc(C)c2C)C(O)(C(F)(F)F)C1 (stereo not given)	13
25	COC(=O)C(NC(=O)c1ccc(F)cc1)(Nc1nc(C)cs1)C(F)(F)F (stereo not given)	4

# The results go on:
No.	compound	hIAP block	mIAP inh	NLRP3 yeast inh	hIAP activ	ATG4B inh
31	CCOc1ccc(CNC(=O)C(CC)n2nc(C)n3c(cc4occc43)c2=O)cc1OC (stereo not given)	-9	-3	-7	1.1	-1
32	CCOC(=O)c1cc(NC(=O)COC)ccc1O	-9	0	0	1.1	x
33	O=C(NNc1ccccc1Cl)C(O)(c1cccc(C(F)(F)F)c1)c1cccc(C(F)(F)F)c1	-4	-6	2	1	-6
34	COc1cc(/C=C2/SC(=Nc3ccc(O)cc3)NC2=O)cc(OC)c1O	19	12	15	0.81	0
35	O=C(COC(=O)c1cc(-c2cccc(Br)c2)nc2ccccc12)NCC1CCCO1 (stereo not given)	25	1	22	0.75	0
36	COc1cc(C(=O)NCC2CCCO2)cc(OC)c1OC (stereo not given)	9	11	3	0.91	5
37	Cc1cc(=O)oc2c(C)c(OC(C)C(=O)N3CC[C@@]4(O)CCCC[C@H]4C3)ccc12 (stereo not given in full)	-3	-6	4	1	-7
38	CCOc1ccc(OCC)c(NC(=O)CSc2nc3c(c(=O)n(C)c(=O)n3C)n2CC)c1	6	-1	15	0.94	-13
39	COc1ccc(/C=N/NC(=O)c2cc(-c3ccccc3OC(C)C)nc3ccccc23)cc1CN1CCOCC1	19	1	7	0.81	-4
40	CC1(C)Cc2nc3sc4c(NCCO)ncnc4c3cc2CS1	-11	5	6	1.1	-2

No.	TIM10 inh	mIAP act	tim10-1 inh	Apaf-1 inh
31	-18	1	-2	-3
32	-6	1	15	-4
33	-3	1.1	17	12
34	-23	0.88	-17	3
35	12	0.99	23	12
36	-13	0.89	7	-7
37	-3	1.1	-1	-7
38	17	1	26	-13
39	23	0.99	17	26
40	6	0.95	2	-12

# (listing goes on)
No.	compound	hIAP block	mIAP inh	NLRP3 yeast inh	hIAP activ	ATG4B inh
41	COc1cccc(NC(=O)c2sc3ncn(CC(=O)N4CCN(c5ccccn5)CC4)c(=O)c3c2C)c1	6	4	1	0.94	-12
42	CCOc1cc(C(=O)OCC(=O)c2c(C)[nH]c3ccccc23)ccc1OCC(=O)N1CCOCC1	6	-16	14	0.94	-18
43	O=C(Nc1ccccc1)c1cccnc1Nc1ccccc1	5	8	20	0.95	-7
44	Cc1cccc(C(=O)NCC(=O)NCCCSc2ccccc2)c1	-7	1	21	1.1	-3
45	Cc1cc(C(=O)NNC(=O)C(C)(C)Oc2ccc(Cl)cc2)c(C)o1	-56	-1	-5	1.6	10
46	CCOC(=O)CSc1nnc(NC(=O)CCc2ccccc2)s1	0	5	-12	1	0
47	Cc1c(-c2ccccc2)oc2c(C(=O)N3CCN(c4ccc([N+](=O)[O-])cc4)CC3)cccc2c1=O	1	11	2	0.99	-23
48	CCCC(=Nc1ccccc1OC)C1=C(O)CC(c2ccccc2)CC1=O (stereo not given)	-7	6	31	1.1	19
49	O=C(O)COc1ccccc1/C=N/NC(=O)c1cc(-c2ccccc2)nc2ccccc12	-19	10	-13	1.2	-2
50	O=S1(=O)N=C(N2CCN(Cc3ccc4c(c3)OCO4)CC2)c2ccccc21	7	12	18	0.93	-4

No.	TIM10 inh	mIAP act	tim10-1 inh	Apaf-1 inh
41	3	0.95	8	1
42	6	1.2	19	3
43	23	0.92	23	7
44	-5	0.99	12	12
45	2	1	6	-4
46	10	0.95	19	1
47	20	0.89	10	11
48	19	0.94	-1	2
49	11	0.9	22	-6
50	14	0.88	10	-6

# (continued)
No.	compound	hIAP block	mIAP inh	NLRP3 yeast inh	hIAP activ	ATG4B inh
51	O=C(OCC(=O)N1CCOCC1)c1ccc(Cl)nc1	1	4	5	0.99	-3
52	Cc1cccc(N2C(=O)c3cccc4c(N5CCCCC5)c([N+](=O)[O-])cc(c34)C2=O)c1C	23	14	7	0.77	-8
53	O=C(Oc1cccc(/C=N/NC(=O)c2ccccn2)c1)c1ccc([N+](=O)[O-])cc1	4	8	13	0.96	5
54	CCONC(=O)Nc1ccccc1	5	-9	-6	0.95	36
55	CN1CCC(NC(=S)Nc2cccc([N+](=O)[O-])c2)CC1	5	0	10	0.95	0
56	CN(Cc1ccccc1)CC(O)COc1ccc(CNCc2ccc(Cl)s2)cc1 (stereo not given)	6	-2	30	0.94	24

No.	TIM10 inh	mIAP act	tim10-1 inh	Apaf-1 inh
51	0	0.96	5	-12
52	11	0.86	5	5
53	-5	0.92	-17	-4
54	6	1.1	-12	-5
55	-12	1	-10	4
56	-18	1	-21	15
